Screens (PubChem BioAssay)
esBAF inh = Bmi1 luciferase reporter increase in mESCs, primary screen, esBAF inhibitor project, mouse ES cells, Bmi1 luciferase knock-in, single point; 24 h; 100% = twice the neutral-well signal; reporter increase, % at 12.5 µM; actives 2% (n = 350,000); in the data active = activation above about 40%;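 also: 0% = median of the plate's neutral control wells and 100% = double that signal; a rise in the Bmi1 reporter signal indicates esBAF inhibition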
Casp6 inh = human caspase-6 inhibitors, primary screen, biochemical, VEID-R110 fluorescence, single point, set 2. purified caspase-6, Z-VEID-R110 cleavage fluorescence. inhibition, % at 12.5 µM. actives 0.53% (n = 350,000). P55212;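 active = mean inhibition across replicates at least about 35%, with every replicate also reaching that limit, limit read from the data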;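 also: 0% = median of neutral control wells and 100% = no fluorescence left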
Target sequence (P55212 24-179 limits assumed): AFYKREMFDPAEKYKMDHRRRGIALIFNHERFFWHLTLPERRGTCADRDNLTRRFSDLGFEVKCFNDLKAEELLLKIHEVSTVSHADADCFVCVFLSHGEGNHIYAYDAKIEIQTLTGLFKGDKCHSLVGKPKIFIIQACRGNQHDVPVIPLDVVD
Target sequence (P55212 194-293 limits assumed): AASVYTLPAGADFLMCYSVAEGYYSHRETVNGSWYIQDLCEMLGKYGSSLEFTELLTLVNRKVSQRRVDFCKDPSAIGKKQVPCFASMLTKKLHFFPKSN
ERp5 inh = inhibitors of ERp5-driven insulin aggregation, primary screen, biochemical, turbidity, absorbance 650 nm, single point. 90 min. actives 0.05% (n = 350,000). Protein disulfide-isomerase A6 (Homo sapiens), Q15084. inhibition, % at 9.99 µM;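 active = mean replicate inhibition above about 25%, with every replicate also reaching it, limit read from the data, passing the limit was not always enough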
RAD52 anneal inh = RAD52 DNA annealing inhibitors, primary screen, biochemical, FRET, single point, set 2 | DNA repair protein RAD52 homolog (Homo sapiens), P43351 | recombinant RAD52 DNA annealing, FRET fluorescence | inhibition, % at 18.7 µM | actives 0.46% (n = 360,000) | AID 651710, 2012;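 active = every replicate showing at least 50% inhibition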
RAD54 inh = inhibitors of human RAD54 branch migration, primary screen, biochemical, fluorescence, single point. RAD54 Holliday junction branch migration, FAM/BHQ fluorescence. inhibition, % at 10.4 µM. actives 0.14% (n = 360,000);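 active = mean normalized replicate activity at least 40 and at least half of replicates scoring 40 or more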;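 also: 0% = median of neutral control wells and 100% = median of positive control wells; inhibitors cause a drop in the FAM fluorescence signal; in these data hits start at about 50%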
E-selectin induc = E-selectin induction in HUVECs, primary screen, imaging, HUVEC, immunofluorescence imaging, single point. activation, % at 7.58 µM. normalized: neutral wells 0, TNF-alpha wells 100. AID 686992, 2013. actives 0.37% (n = 260,000);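 active = mean E-selectin-positive cell signal at least 10% of the positive control, reached in at least 60% of replicates, without over 20% cell loss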;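 also: in these data hits start at about 27%; measured in HUVEC primary endothelial cells; signal is the percent of cells scored E-selectin positive by PE staining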
Target sequence (P16581 whole entry, looked up): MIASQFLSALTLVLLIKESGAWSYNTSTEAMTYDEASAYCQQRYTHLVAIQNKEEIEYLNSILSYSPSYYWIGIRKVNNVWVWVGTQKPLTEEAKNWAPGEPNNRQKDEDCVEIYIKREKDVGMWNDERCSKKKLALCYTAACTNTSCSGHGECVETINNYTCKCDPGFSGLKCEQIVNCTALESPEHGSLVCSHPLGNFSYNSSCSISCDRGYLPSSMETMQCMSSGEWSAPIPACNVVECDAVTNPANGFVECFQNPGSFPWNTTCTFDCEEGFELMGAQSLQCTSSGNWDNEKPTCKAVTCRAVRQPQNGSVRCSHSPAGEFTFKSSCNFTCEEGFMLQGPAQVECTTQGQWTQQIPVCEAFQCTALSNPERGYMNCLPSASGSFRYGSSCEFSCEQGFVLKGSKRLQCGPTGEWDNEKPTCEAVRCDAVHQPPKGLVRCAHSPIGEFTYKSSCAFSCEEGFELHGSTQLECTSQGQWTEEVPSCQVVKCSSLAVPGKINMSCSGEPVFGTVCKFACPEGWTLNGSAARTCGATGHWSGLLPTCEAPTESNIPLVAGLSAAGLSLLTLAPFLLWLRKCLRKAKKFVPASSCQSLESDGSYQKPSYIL
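Test system – human umbilical vein endothelial cells (HUVEC), E-selectin induction · Input – 3,000 HUVEC seeded per well · Buffer or medium – EGM-2, gelatin · Compound dosing – single-point compound dose · Detection – immunofluorescence imaging · Measure – percent E-selectin-positive cells · Controls – TNF-alpha high, DMSO low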
PglD inh = C. jejuni PglD acetyltransferase inhibitors, primary screen, biochemical, DTNB colorimetric, single point. UDP-N-acetylbacillosamine N-acetyltransferase PglD (Campylobacter jejuni). actives 0.098% (n = 360,000). inhibition, % at 12.5 µM. purified PglD enzyme, DTNB colorimetric CoA detection. AID 602405, 2012; in the data active = inhibition above about 16%, passing the limit was not always enough; also: strong numbers were not always called active
ARNT TACC3 PPI = disruptors of ARNT/TACC3 protein interaction, primary screen, biochemical, AlphaScreen, single concentration; inhibition, % at 9.99 µM; actives 0.66% (n = 390,000); Transforming acidic coiled-coil-containing protein 3 (Homo sapiens), Q9Y6A5; AlphaScreen His-ARNT PAS-B/GST-TACC3 binding, luminescence; TACC3 fragment carries E629A point mutation;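 active = mean inhibition of replicates at least 50% and at least half of replicates each reaching 50%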;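 also: 0% = complete ARNT plus TACC3 wells and 100% = ARNT alone without TACC3; many hits fall short of the cut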
* hit, by the source's call; · = not tested or not shown.

Order of results – E-selectin induc | PglD inh | Casp6 inh | esBAF inh | ARNT TACC3 PPI | RAD52 anneal inh | RAD54 inh | ERp5 inh
- Cc1ccc(-n2c(C)nc3c(cnn3-c3ccc(F)cc3)c2=O)cc1C
→ · | 3 | · | 10 | -4 | · | 5 | ·
- COc1ccc(N2C(=O)C3C(C2=O)C2C=CC3C23CC3)c(OC)c1 (centres undefined)
→ · | 8 | · | -4 | -19 | · | -14 | ·
- Cc1c(C(=O)NCCSCc2c(Cl)cccc2Cl)cccc1[N+](=O)[O-]
→ · | 1 | · | -3 | -5 | · | 2 | ·
- O=C(c1cccs1)N1CCN(c2ncc(Br)cn2)CC1
→ · | · | 2 | · | 3 | -8 | · | -3
- CN(CC(=O)Nc1cccc(F)c1)C(=O)c1ccccc1OCCOc1ccccc1
→ -1.2 | · | -3 | · | 12 | -1 | · | 0
- C[C@H]1CN([C@@H](C)CO)C(=O)Cc2cc(NS(=O)(=O)c3cccs3)ccc2O[C@@H]1CN(C)Cc1ccncc1
→ · | 4 | · | 3 | -4 | · | -5 | ·
- COc1ccc(CN(C)C[C@H]2Oc3c(NS(=O)(=O)c4ccc(C)cc4)cccc3C(=O)N([C@@H](C)CO)C[C@H]2C)cc1
→ 0.0 | · | 1 | · | · | 32 | · | -7
- Cc1ccc(S(=O)(=O)N(C)C[C@H]2Oc3ccc(NS(C)(=O)=O)cc3CC(=O)N([C@H](C)CO)C[C@H]2C)cc1
→ -11 | 1 | 1 | 4 | 6 | -11 | -7 | 4
- CCOc1ccc(CNS(=O)(=O)c2c(C(=O)N3CCCC3)c(C)n(C)c2C)cc1OC
→ · | 1 | 0 | 2 | 17 | -7 | -3 | 2
- CN(C)C(CNC(=S)Nc1cccc(Cl)c1)c1ccccc1 (centres undefined)
→ 1.2 | · | -3 | · | · | 9 | · | 7
- O=C(Nc1ccccc1)N1CCCCN2[C@H](CO)[C@@H](c3ccc(Br)cc3)[C@@H]2C1
→ -0.5 | 1 | -1 | 5 | -2 | -8 | -18 | -3
- CN(C)c1ccc(N=Cc2nc(-c3ccccc3)oc2OC(=O)c2cccc(Br)c2)cc1
→ · | -3 | · | 63* | 6 | · | -3 | ·
- CCOC(=O)c1c(NC(=O)Cn2nc(C(F)F)cc2C(F)F)sc(C)c1C
→ · | 1 | · | -11 | 4 | · | -5 | ·
- CCOC(=O)[C@]12CCCC=C1N(Cc1ccc(Cl)cc1Cl)C(=O)[C@H](CC(=O)NCc1cccs1)C2
→ 1.6 | · | -2 | · | · | 6 | · | 0
- CN(C)c1cc[n+](CC(=O)Nc2ccc(Cl)cc2)cc1
→ · | 4 | -1 | 5 | 22 | -94 | -3 | 0
- Cc1ccc(C)c(N2CCN(C(=O)c3ccc(NC4=NC5CS(=O)(=O)CC5S4)cc3)CC2)c1 (centres undefined)
→ 1.3 | 6 | -2 | 0 | -2 | 2 | -3 | 2
- Cc1ccnc(NC(=O)c2ccc3c(c2)NC(=O)C(C)S3)c1 (centres undefined)
→ · | 5 | 2 | -45 | -1 | 7 | -8 | -4
- CCOc1ccc(NC(=O)COc2ccc3c(c2)CCC3)cc1OC
→ · | 3 | -4 | 2 | 3 | -9 | -16 | 0
- CN1CCN(C(=O)C[C@@H]2CC[C@H](NC(=O)Nc3ccccc3F)[C@H](CO)O2)CC1
→ -0.3 | -3 | 0 | -7 | -24 | 1 | 1 | -9
- O=C(NC1CCCC1)N1CCCCN2[C@@H](CO)[C@@H](c3ccc(/C=C/c4ccccc4)cc3)[C@@H]2C1
→ -0.4 | 2 | 2 | -3 | 16 | 10 | 2 | 0
- COc1ccc(OC)c(NC(=O)C2(C)CCN2Cc2ccsc2)c1 (centres undefined)
→ -0.4 | 2 | -1 | -6 | · | 11 | -7 | -4
- COc1ccc(OC)c(C2C(C(=O)c3ccco3)=C(O)C(=O)N2CC2CCCO2)c1 (centres undefined)
→ 0.4 | 1 | 0 | 0 | 1 | -10 | -9 | 0
- C=CCC[C@H](Cc1ccc(F)cc1)C(=O)OC[C@H](Cc1c[nH]c2ccccc12)NC(=O)[C@@H](CC=C)CC(=O)N(CCO)Cc1ccccc1
→ -0.5 | -3 | 0 | 2 | 0 | -7 | -9 | 4
- Cc1cc(C)cc(NC(=S)N2CCC(NC(=O)C3CCCCC3)CC2)c1
→ · | -4 | -2 | -3 | 0 | -2 | 9 | 1
- O=C(CCN1C(=O)/C(=C/c2cccs2)SC1=S)Nc1ccccc1O
→ 30* | 10 | 0 | -1 | -5 | -79 | -12 | 1
- O=C(NCCCN1CCOCC1)c1csc2c1CCCC2
→ · | -4 | · | -2 | -20 | · | -3 | ·
- COCC(=O)Nc1ccc2c(c1)[C@H]1C[C@@H](CC(=O)O)O[C@H](CO)[C@H]1O2
→ -0.2 | · | 0 | · | · | 9 | · | 3
- Cn1c(=O)c2[nH]c(N=NNc3ccccc3F)nc2n(C)c1=O
→ 0.0 | · | 6 | 0 | 3 | -13 | · | 4
- COc1ccc(NC(=S)NCCC2=CCCCC2)cc1OC
→ · | · | -4 | · | 1 | -4 | · | -3
- Cn1c(-c2cnn(-c3ccccc3)c2-n2cccc2)n[nH]c1=S
→ · | · | -1 | · | 4 | -9 | · | 4

In a second layout: results already given
structure	E-selectin induc	PglD inh	Casp6 inh	esBAF inh	ARNT TACC3 PPI	RAD52 anneal inh	RAD54 inh	ERp5 inh
C=CCC[C@H](Cc1ccc(F)cc1)C(=O)OC[C@H](Cc1c[nH]c2ccccc12)NC(=O)[C@@H](CC=C)CC(=O)N(CCO)Cc1ccccc1	-0.5	-3	0	2	0	-7	-9	4
Cc1ccc(C)c(N2CCN(C(=O)c3ccc(NC4=NC5CS(=O)(=O)CC5S4)cc3)CC2)c1 (centres undefined)	1.3	6	-2	0	-2	2	-3	2
Cc1cc(C)cc(NC(=S)N2CCC(NC(=O)C3CCCCC3)CC2)c1	·	-4	-2	-3	0	-2	9	1
COc1ccc(NC(=S)NCCC2=CCCCC2)cc1OC	·	·	-4	·	1	-4	·	-3

(cont.)
Order of results – E-selectin induc | PglD inh | Casp6 inh | esBAF inh | ARNT TACC3 PPI | RAD52 anneal inh | RAD54 inh | ERp5 inh
- CN(Cc1ccc(Br)cc1)CC(O)COc1cccc(Br)c1 (centres undefined)
→ · | -1 | -3 | -4 | · | 11 | -1 | 3
- C[C@@H]1CN([C@H](C)CO)C(=O)c2cc(-c3cccc(C#N)c3)cnc2O[C@H]1CN(C)C(=O)C1CCCCC1
→ 0.3 | 5 | 6 | 3 | -7 | -5 | 1 | -5
- OC1CCNC(=S)N1c1ccccc1 (centres undefined)
→ 0.3 | -2 | 5 | 12 | -4 | -29 | 5 | -3
- COc1ccc(CC(=O)Nc2ccc(-c3nc4cc(C)ccc4o3)c(O)c2)cc1OC
→ · | 0 | · | 19 | -4 | · | -8 | ·
- O=S(=O)(N1CCCCC1)N1CCN(c2ccccc2F)CC1
→ · | 4 | · | -2 | 16 | · | 1 | ·
- COc1ccc(NC(=O)N(C)C[C@@H]2Oc3c(NS(=O)(=O)c4ccc(C)cc4)cccc3C(=O)N([C@@H](C)CO)C[C@@H]2C)cc1
→ -0.1 | 6 | 0 | 19 | 12 | 7 | 2 | -4
- CCOC(=O)C(C)Oc1cccc2c(=O)n(CC(=O)NCc3ccco3)ccc12 (centres undefined)
→ · | 5 | · | -4 | -3 | · | -7 | ·
- Cc1cc2nn(-c3cccc4ccccc34)nc2cc1NC(=O)c1cccs1
→ · | 1 | -2 | -2 | 5 | -9 | 3 | -10
- CC1(C)OC1COc1c2ccoc2cc2oc(=O)ccc12 (centres undefined)
→ · | · | 7 | · | -4 | 2 | · | 2
- O=C(NCc1cccnc1)C1CC(c2ccc(F)cc2)=NO1 (centres undefined)
→ · | 1 | -1 | -2 | -6 | -19 | -2 | 3
- COc1cccc(NC(=O)CCc2nc(-c3ccccc3F)no2)c1
→ · | -2 | · | 17 | -4 | · | 4 | ·
- CCc1cccc(C)c1NC(=O)N(C)C1CCCCC1
→ 0.3 | 1 | 1 | 9 | 0 | 3 | -4 | -2
- O=C(Nc1ccnn1C1CCN(C(=O)c2ccc(Cl)cc2)CC1)C1CC1
→ -0.1 | 2 | 5 | 3 | · | -6 | 1 | 3
- O=C(NCc1cccc(C(F)(F)F)c1)C1CCCN(c2cnccn2)C1 (centres undefined)
→ 2.1 | -1 | 3 | 0 | -1 | -1 | -14 | 6
- CCCc1nc(SCC(=O)Nc2nnc(CC)s2)c2c(=O)n(C)c(=O)n(C)c2n1
→ -0.9 | 4 | -2 | · | -4 | -12 | -1 | -2
- CS(=O)(=O)Nc1ccc2c(c1)[C@@H]1C[C@@H](CC(=O)NC3CCCC3)O[C@H](CO)[C@@H]1O2
→ -0.3 | 2 | 0 | -5 | -2 | -11 | 14 | 0
- CCOC(=O)C1CCN(C(=S)Nc2ccc(CC)cc2)CC1
→ -0.8 | -2 | 5 | -8 | 1 | -10 | -3 | -2
- O=C(CSc1ccc(-c2ccc(F)cc2)nn1)N1CCOCC1
→ 1.4 | · | -2 | · | -2 | -9 | · | 4
- O=C(CCN1C(=O)c2ccccc2S1(=O)=O)Nc1ccc(Cl)cc1
→ -0.1 | -5 | 0 | 9 | 6 | -32 | -14 | -4
- O=C(NC1CCCC1)C(c1ccc(F)cc1)N(C(=O)c1csnn1)c1ccccc1 (centres undefined)
→ 36* | 0 | -1 | -2 | 3 | -9 | -5 | 2
- CCC(C)NCCOCCOc1ccc(C)cc1Br (centres undefined)
→ · | 1 | · | -2 | -5 | · | 4 | ·
- O=C(c1ccc2c(c1)OCCO2)C1CCN(C(=O)Nc2ccc(F)cc2)CC1
→ -0.1 | 0 | -1 | 10 | -7 | -8 | 13 | 1
- Cn1c(=O)[nH]c(=O)c2c1nc(N1CCCCC1)n2CCCSc1nnnn1-c1ccccc1
→ · | -1 | -1 | · | 15 | -12 | 3 | -2
- COCCn1c(=N)c(S(=O)(=O)c2ccc(F)cc2)cc2c(=O)n3ccccc3nc21
→ 1.0 | -4 | -1 | -5 | -5 | -60 | -8 | 9
- Cn1c(C(=O)NCCCN2CCCCC2)cc2sccc21
→ · | 3 | · | -9 | 22 | · | -10 | ·
- CC1(C)OC(=O)N(CC(=O)Nc2cccc(C(F)(F)F)c2)C1(C)O (centres undefined)
→ 0.6 | -3 | -5 | -5 | -5 | -9 | 0 | -1
- Cc1n[nH]c(=O)nc1NCCN(C)C
→ · | -2 | · | -1 | 3 | · | -13 | ·
- CCOC(=O)C1(C)CCCN1C(=O)c1c(F)cccc1F (centres undefined)
→ -0.2 | 0 | 1 | -4 | · | -8 | 14 | -5
- O=C(Nc1cccc(Cl)c1)c1ccc2sc([C@@H]3O[C@H](CO)[C@H](O)[C@H](O)[C@H]3O)nc2c1
→ -0.1 | 1 | 1 | 4 | · | -21 | 4 | 1
- C[C@H](CO)N1C[C@H](C)[C@H](CN(C)Cc2ccc(C(=O)Nc3ccccc3N)cc2)Oc2ccc(NC(=O)c3ccncc3)cc2CC1=O
→ 12 | 0 | -1 | -26 | 33 | -2 | 2 | 7

An unsorted share of the library; any-hit rate near 3.2%.
